# Bioassay records (PubChem)
# RGS4-Gao reg = modulates binding of RGS4 to human Galphao | P09471 | Multiplexed bead flow cytometry; actives lie on both sides | binding response (% of control), % at 10 µM | 0.33% of 220,000 active; in the data active means binding response below about 49% or above about 150%; inactive means in between;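 further: fluorescent Galphao activated with aluminum fluoride binding bead-coupled RGS4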
# Target sequence (P09471 whole entry, looked up): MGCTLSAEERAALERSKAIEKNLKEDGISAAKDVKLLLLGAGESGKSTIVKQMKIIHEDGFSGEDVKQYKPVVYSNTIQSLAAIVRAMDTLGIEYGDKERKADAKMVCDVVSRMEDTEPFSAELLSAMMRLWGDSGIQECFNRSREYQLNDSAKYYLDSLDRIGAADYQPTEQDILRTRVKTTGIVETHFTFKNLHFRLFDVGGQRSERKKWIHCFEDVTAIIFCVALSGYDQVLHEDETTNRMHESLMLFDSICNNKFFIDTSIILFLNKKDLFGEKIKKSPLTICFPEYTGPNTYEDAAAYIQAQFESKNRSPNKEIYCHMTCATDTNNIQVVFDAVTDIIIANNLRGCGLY
# GSH fluor = GSH bead compound fluorescence profile | fluorescence (KMESF) at 10 µM | 0.25% of 190,000 active | GSH beads flow cytometry, compound fluorescence 488/530 nm; stronger effect = higher value; in the data active means fluorescence above about 89;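 further: glutathione beads carrying GST-tagged Bcl family fusion proteins plus one bare bead set; values are compound well signal with DMSO vehicle wells as background; inactives centre near 16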
# RGS8-Gao = regulators of human RGS8-Galphao interaction | P09471 | multiplexed bead flow cytometry, RGS8-Galphao binding; actives lie on both sides | response (percent of control binding), % at 10 µM | 0.34% of 220,000 active; in the data active means response below about 60% or above about 140%; inactive means in between;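 further: Galphao activated as the GDP aluminium fluoride complex binding bead-coupled RGS8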
# Bim-Mcl-1 = inhibitors of Bim-Mcl-1 interaction, human. 0.1% of 190,000 active. inhibition, % at 10 µM. Bead-based flow cytometry, Bim peptide-Mcl-1 binding. Q07820; in the data active means inhibition above about 40%;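 further: 0% = no compound tracer wells and 100% = peptide blocker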
# Mcl1 Noxa PPI = Mcl-1/Noxa interaction inhibition; Q07820; TR-FRET Mcl-1/Noxa peptide binding, 2 h; inhibition, % at 21.7 µM; 1.5% of 220,000 active; AID 1022;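 active means compounds that cut the protein-peptide binding signal by more than 50% relative to plate controls in a single-dose test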;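 further: His-tagged Mcl-1 with rhodamine Noxa BH3 peptide and terbium anti-His antibody; 0% = Mcl-1 plus Noxa peptide wells and 100% = peptide-only wells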
# RGS7-Gao reg = regulators of human RGS7-Galphao interaction | P09471 | Multiplexed bead flow cytometry, RGS7-Galphao binding; actives lie on both sides | binding response (% of control), % at 10 µM | 0.35% of 220,000 active | AID 1439; in the data active means binding response below about 49% or above about 150%; inconclusive means no clear call, values can overlap the other calls; inactive means in between;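 further: fluorescent Galphao held in activated GDP-AlF4 state binding bead-coupled RGS7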
# Pf gametocyte = P. falciparum stage V gametocyte viability inhibition; P. falciparum stage V gametocytes, ATP luminescence, 24 h; inhibition, % at 10.9 µM; 0.065% of 150,000 active; AID 743093;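 active means inhibition above the mean plus 3 SD of compounds within the control limits, set per campaign, cut at about 38% in these data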;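 further: 0% = DMSO wells and 100% = medium only without gametocytes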
# Avidin fluor = avidin bead compound fluorescence profile. AID 1775. Avidin beads, compound fluorescence 488/530 nm, flow cytometry; stronger effect = higher value. fluorescence (KMESF) at 10 µM. 0.38% of 220,000 active; in the data active means fluorescence above about 47; further: inactives centre near 10
# ABCB1 block = blocks JC-1 efflux by human ABCB1 transporter. inhibition, % at 6.6 µM. AID 1326. CCRF-Adr cells, flow cytometry. 0.067% of 190,000 active; in the data active means inhibition above about 40%;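 further: 0% = vehicle and 100% = reference inhibitor; higher value means more JC-1 retained so stronger ABCB1 efflux block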
# Mcl1 Bid PPI = disrupts binding of human Mcl-1 to Bid peptide. Q07820. TR-FRET Mcl-1/Bid-Dy647 peptide binding, 1536-well. inhibition, % at 21.7 µM. 0.97% of 220,000 active;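 active means compounds that cut the binding signal by more than half at the single screening dose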;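 further: His-tagged Mcl-1 with europium anti-His antibody binding Bid BH3 peptide; 0% = Mcl-1 plus peptide wells and 100% = peptide-only wells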
# ABCG2 block = inhibitors of human ABCG2 transporter, ABCB1 counter-screen; 0.1% of 190,000 active; IgMXP3 cells, JC-1 efflux, flow cytometry; AID 1325; inhibition, % at 6.6 µM; Q9UNQ0;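 active means inhibition above 80%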;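 further: 0% = DMSO and 100% = nicardipine control wells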
# Target sequence (Q9UNQ0 whole entry, looked up): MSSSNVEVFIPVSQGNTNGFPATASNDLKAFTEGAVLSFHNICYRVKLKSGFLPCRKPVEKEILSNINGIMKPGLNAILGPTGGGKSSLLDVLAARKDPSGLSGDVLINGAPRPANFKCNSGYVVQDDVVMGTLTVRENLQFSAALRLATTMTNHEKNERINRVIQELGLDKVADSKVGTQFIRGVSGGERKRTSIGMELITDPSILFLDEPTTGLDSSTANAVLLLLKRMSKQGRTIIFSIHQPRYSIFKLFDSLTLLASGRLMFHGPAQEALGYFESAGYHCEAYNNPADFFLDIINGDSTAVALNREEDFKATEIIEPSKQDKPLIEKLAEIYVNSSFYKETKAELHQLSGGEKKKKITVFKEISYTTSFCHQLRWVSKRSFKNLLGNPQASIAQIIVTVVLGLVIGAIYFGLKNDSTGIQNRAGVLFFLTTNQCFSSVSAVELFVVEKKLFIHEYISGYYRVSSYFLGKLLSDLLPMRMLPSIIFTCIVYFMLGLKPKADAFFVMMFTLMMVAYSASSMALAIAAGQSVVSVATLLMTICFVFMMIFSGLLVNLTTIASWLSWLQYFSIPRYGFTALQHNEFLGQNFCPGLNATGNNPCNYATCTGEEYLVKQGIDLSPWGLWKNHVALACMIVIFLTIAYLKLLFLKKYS
#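 Times: 10 min at 25 °C | Test system: Two drug-resistant human cell lines, ABCG2 and ABCB1 | Quantity: 3 million cells/mL final, two lines in 1:1 ratio | Signal: Flow cytometry, 530 nm JC-1 signal | Dosing: Compound at 6.6 µM | Controls: Nicardipine and DMSO wells | Reagent: JC-1 as fluorescent efflux pump substrate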
# Active calls of the source: *; ? = inconclusive; nt = no result given; & = joins results of further samples. Not a hit list (roughly 3.3% active in at least one column).
SMILES,RGS4-Gao reg,GSH fluor,RGS8-Gao,Bim-Mcl-1,Mcl1 Noxa PPI,RGS7-Gao reg,Pf gametocyte,Avidin fluor,ABCB1 block,Mcl1 Bid PPI,ABCG2 block
COCC(C)n1c(C)cc(C(=O)COC(=O)/C=C/c2cccc(F)c2)c1C (stereo unspecified),102,11,99,-1,3,99,nt,24,0.4,-35,1
Cc1cc(S(=O)(=O)N2CCN(Cc3ccccc3)CC2)c(C)s1,93,29,97,0,16,92,nt,7,0.2,31,2
CN1CCN(c2ccc(Cl)cc2NC(=O)c2nn(-c3ccccc3)c(=O)c3ccccc23)CC1,104,92*,102,nt,34,95,9,12,13,-26,14
O=C(NCCN1CCOCC1)c1cc(-c2ccc(Br)cc2)on1,100,24,105,0,34,100,2,26,0.0,0,26
COc1ccc(C2C3=C(CC(C)(C)CC3=O)Nc3c2c(=O)[nH]c(=O)n3Cc2ccccc2)cc1 (stereo unspecified),102,29,101,0,13,98,nt,11,1.4,-14,5
O=C(CSc1ccccc1)NN1C(=O)c2ccccc2C1=O,97,21,96,5,10,98,-6,6,1.1,-10,5
O=C(c1ccc(F)cc1)N1CCN(C2CCC(c3ccccc3)CC2)CC1 (stereo unspecified),96,9,96,-2,42,92,nt,9,0.7,36,0
CSc1ccccc1NC(=O)CN(C)CC(=O)NCc1ccccc1,103,11,102,-2,5,?,-1,12,0.0,-23,0
CN(c1ccc(OCC(=O)NCc2cccnc2)cc1)S(=O)(=O)c1ccc(Cl)cc1,102,15,101,0,9,?,-1,12,0.8,-18,0
O=C(NC1CC1)C1CCN(C2CCN(C(=O)/C=C/c3cccs3)CC2)CC1,102,17,106,-2,-8,106,2,10,-0.1,-53,0
Cc1ccc(N2CN(Cc3cccnc3)CNC2=S)cc1,105,17,102,-4,2,102,-9,17,0.7,-42,2
CC1(C)[N+]([O-])=C2C(=[N+]([O-])C1(C)C)c1ccccc1/C2=N\O,119,5,113,-6,10,111,nt,5,0.4,-11,0
Cc1ccccc1NC(=O)CSc1n[nH]c(-c2ccco2)n1,96,13,123,-1,3,100,-8,12,0.2,-30,4
O=C(NCCCn1ccnc1)NC(C(F)(F)F)C(F)(F)F,99,24,100,-3,7,101,-9,16,1.2,-13,12
Cn1c(SCC(=O)NC(C)(C)C)nnc1-c1cnccn1,99,24,103,-5,5,97,-36,11,0.1,-14,1

# Entries of single compounds from above. Screens in order: RGS4-Gao reg	GSH fluor	RGS8-Gao	Bim-Mcl-1	Mcl1 Noxa PPI	RGS7-Gao reg	Pf gametocyte	Avidin fluor	ABCB1 block	Mcl1 Bid PPI	ABCG2 block
# Shown for CSc1ccccc1NC(=O)CN(C)CC(=O)NCc1ccccc1 = 103	11	102	-2	5	?	-1	12	0.0	-23	0
# Shown for O=C(c1ccc(F)cc1)N1CCN(C2CCC(c3ccccc3)CC2)CC1 (stereo unspecified) = 96	9	96	-2	42	92	nt	9	0.7	36	0

# The list goes on.
SMILES,RGS4-Gao reg,GSH fluor,RGS8-Gao,Bim-Mcl-1,Mcl1 Noxa PPI,RGS7-Gao reg,Pf gametocyte,Avidin fluor,ABCB1 block,Mcl1 Bid PPI,ABCG2 block
COc1cc(C(=O)N2CCC(C(=O)Nc3cccc(C(C)=O)c3)CC2)cc(OC)c1OC,86,48,95,-3,-1,88,nt,14,0.4,-1,5
CN(C)c1cccc(C(=O)NNC(=O)NC2CCCCC2)c1,100,12,104,-5,6,96,-3,22,0.2,-29,3
Cc1ccc(Nc2nnc(SCC(=O)NC(Cc3c[nH]c4ccccc34)C(=O)O)s2)cc1 (stereo unspecified),97,23,100,-3,25,96,6,13,0.5,-72,1
O=C(NCCN1CCOCC1)c1ccc2ccccc2c1,100,27,104,1,15,100,nt,13,-5.2,-30,-6
C/C(=N/O)c1no[n+]([O-])c1/C(C)=N\O,90,nt,86,nt,-3,?,1,4,nt,-14,nt
CSc1nc2nc(-c3ccc(F)cc3)c(CCN3CCN(C)CC3)cn2n1,99,14,99,-3,7,96,-1,6,-0.6,-37,2
CCn1c(SCC(=O)N2CCOCC2)nc2ccccc21,104,22,104,0,-1,108,12,12,0.4,-21,3
Cc1ccc(N2C(=O)c3ccccc3C2Nc2ccc(S(=O)(=O)N3CCOCC3)cc2)nc1 (stereo unspecified),93,26,97,0,8,93,nt,7,2.7,-9,2
CC(C)n1c(SCC(=O)Nc2nc3ccccc3s2)nc2c1c(=O)n(C)c(=O)n2C,107,19,102,0,11,98,-7,8,1.6,3,2
CCOC(=O)CC(=O)Nc1ccsc1C(N)=O,106,nt,99,nt,-2,?,-8,3,nt,-12,nt
CCC1CCC2(CC1)NC(=O)N(CC(=O)Nc1cc(C)on1)C2=O (stereo unspecified),100,6,98,-3,17,100,nt,10,1.1,11,11
CS(=O)(=O)N(CC(=O)Nc1ccc(F)cc1F)c1cccc([N+](=O)[O-])c1,100,24,99,-1,-17,103,-11,8,0.5,-30,0
O=C(CN1CCC(C(=O)c2cccc(F)c2)CC1)NCc1cccs1,98,9,91,2,11,99,nt,5,1.4,1,15
Cc1ccccc1C(=O)N1CCN(c2ccc(NC(=O)c3ccco3)cc2Cl)CC1,102,24,103,-1,26,101,nt,12,2.2,4,4
Cc1ccc(N2C(=O)N(CC(=O)C(C)(C)C)c3ccccc3S2(=O)=O)cc1,106,7,132,-1,-3,107,nt,21,-0.1,1,-1
N#CCCn1cc(/C=N/O)c(-c2ccccc2)n1,104,38,99,-2,22,100,nt,12,0.4,-8,7
O=C(CSc1nnnn1C1CCCC1)NCCc1ccccc1,102,nt,104,nt,0,?,-11,8,nt,-26,nt
O=C(NC(=C(Cl)Cl)S(=O)(=O)c1ccc(Cl)cc1)c1ccccc1,113,nt,109,nt,10,?,-5,7,nt,-4,nt
CCCCC(=O)N1C/C=C\C(c2ccc(OC)cc2)N(Cc2ccc(F)cc2)C(=O)C1 (stereo unspecified),101,nt,102,nt,-12,?,nt,13,nt,-30,nt
CCOc1ccc(NC(=O)CN(C)CC(=O)Nc2cccc(Cl)c2C)cc1OCC,101,17,101,-4,4,97,nt,11,1.1,-15,6
CN1CCC(N(C)C(=O)COc2ccccc2-c2ccccc2)CC1,107,31,101,0,-24,100,15,7,0.4,-29,0
COC(=O)CCN(C(=O)c1ccc(OC(C)=O)cc1)c1ccccn1,100,28,104,-3,1,98,nt,11,0.6,3,3
Cc1cc(C)c(NC(=O)C2CCN(c3cnccn3)CC2)c(C)c1,121,12,119,-4,3,120,-4,22,0.4,-1,0
COc1cc2nc(CSc3ncn[nH]3)[nH]c(=O)c2cc1OC,101,26,106,0,15,100,6,12,0.1,-31,0
NC(=O)c1ccc(-n2nnnc2Oc2ccccc2)cc1,96,18,101,0,6,99,-12,22,0.5,1,45
CC(=O)c1ccc(NC(=O)CSc2nc(N)c3cc4c(nc3n2)CCCC4)cc1,104,6,102,-2,15,104,12,5,9.0,12,-7
O=S(=O)(c1ccc(N2CCN(S(=O)(=O)c3ccc4c(c3)OCCO4)CC2)nc1)N1CCCC1,94&120,49&17,99&110,1&-3,-67,95&116,nt,19&24,0.4&0.7,-78,1&1
Cc1ccccc1Nc1nc(CSc2nnc(-c3ccoc3C)n2C)cs1,101,36,99,-5,28,99,13,11,0.1,-27,19
Cc1ccc(C(NC(=O)N2CCOCC2)=C(Cl)Cl)cc1F,95,15,99,0,-1,102,nt,13,0.1,-33,0
O=C(NCC(c1cccnc1)N1CCN(c2ccccc2)CC1)c1ccc2c(c1)OCO2 (stereo unspecified),102,33,101,-4,nt,100,nt,11,1.6,-44,11
COc1ccc(-c2nnc(N3CCC(C)CC3)c3ccccc23)cc1,98,36,100,-5,0,97,-33,10,1.7,-5,29
Cc1ccc(C(=O)N/N=C\c2cc(Br)c(Br)o2)cn1,99,nt,99,nt,26,?,3,6,nt,-38,nt
CC(=O)Nc1ccc(S(=O)(=O)NC2(C(F)(F)F)NC(=O)N(c3ccccc3F)C2=O)cc1 (stereo unspecified),101,13,98,0,5,100,-5,nt,0.2,11,1
Cc1nn(-c2ccccc2)c(C)c1C(=O)NCc1ccc(F)cc1,98,20,99,-29,9,99,-104,4,1.2,-20,3
CCOC(=O)CC(=O)NC(C)(C)CCCCC(C)(C)NC(=O)CC(=O)OCC,105,nt,101,nt,-2,?,nt,6,nt,-15,nt
CCOc1ccc(NC(=O)CSc2nc3c(c(=O)n2C)SC(C)C3)cc1 (stereo unspecified),98,24,92,-4,0,98,nt,4,0.4,-13,2
COc1ccccc1-c1cn[nH]c(=S)n1,106,49,98,-2,27,113,nt,22,0.1,-64,1
Cc1cccc(NC(=O)CSc2nc3nc4c(cc3c(=O)n2-c2ccccc2)CCCC4)c1,99,16,100,-6,-40,101,1,16,5.9,-73,3
Cc1cc(C)nc(SC(C)CNS(=O)(=O)c2ccccc2)n1 (stereo unspecified),92,11,96,0,8,?,5,12,0.7,-5,3
CC(=O)Nc1nnc(Cc2c[nH]c3ccccc23)s1,102,10,104,-1,9,98,18,12,0.4,-21,4
CCN(CCn1cccn1)C(=O)CC1C(=O)NCCN1Cc1ccc(F)cc1 (stereo unspecified),94,12,86,-2,-1,99,-5,7,0.6,1,11
Cc1nnc(SCc2cccc([N+](=O)[O-])c2)[nH]c1=O,88,11,94,-1,-8,96,7,13,0.7,-23,3
O=C(C[n+]1ccc(Cc2ccccc2)cc1)Nc1ccc([N+](=O)[O-])cc1Cl,102,12,100,-2,17,100,nt,11,0.3,-6,1
Cc1ccc2c(c1)[nH]c1c(=O)n(Cc3ccccn3)cnc12,105,8,102,9,-4,100,nt,10,0.5,-20,2
O=C1c2ccccc2C(=O)N1CCCc1c[nH]c2ccc(Cl)cc12,99,18,103,-2,1,103,nt,13,1.1,-30,29
O=C(COC(=O)CCc1ccc(S(=O)(=O)N2CCOCC2)cc1)NC(=O)NC1CCCCC1,100,15,101,0,23,98,8,10,1.2,-6,2
Cc1ccc(OCc2nnc(SC(C)C(=O)O)n2Cc2ccccc2)cc1 (stereo unspecified),103,8,101,2,15,101,nt,5,0.4,-26,1
O=C(CO/N=C/c1ccccc1O)NNC(=O)c1ccccc1Cl,93,19,87,0,-4,90,nt,14,1.1,-9,2
O=C1CN(C(=O)CNC(=O)c2ccccc2Cl)c2ccccc2N1,100,21,99,0,3,96,5,4,-0.3,-19,-1
COc1ccc(S(=O)(=O)N2CCN(C(=S)NC3CCCCC3)CC2)cc1,103,18,99,-3,12,100,7,6,0.3,-52,0
Cc1cc(C)cc(CSCC(=O)N/N=C/c2ccc(OCC(=O)NCc3ccco3)cc2)c1,94,34,99,-2,18,95,nt,11,1.0,20,27
O=c1c(-c2n[nH]c(=S)o2)cccn1Cc1ccccc1,102,17,99,-1,14,?,-13,11,1.8,-68,4
O=C(CN1C(=O)C2C3C=CC(C3)C2C1=O)NCCc1ccccc1Cl (stereo unspecified),102,25,99,1,-3,104,nt,7,1.0,-21,3
O=C(Cn1nnc(-c2cccs2)n1)NCc1ccccc1,101,13,97,0,9,93,-21,10,0.3,-10,3
